SMARCA2 activ: increases SMARCA2 function in MMTV reporter cells; MG213 cells, MMTV-luciferase reporter, dexamethasone, overnight; activation, % at 9.1 µM; AID 652017; 370,000 compounds, 1% hits; in the data active = activation above about 7.8%;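 note: 0% = vehicle wells and 100% = reference activator wells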
ssDAF-12 act: activates DAF-12 receptor from parasite S. stercoralis; HEK293 ssDAF-12/GRIP1 lit1-tk-luc reporter, luminescence; % of 3 µM dafachronic acid response; activation, % at 6.8 µM; 370,000 compounds, 1% hits;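 active = activation above the mean over all tested compounds plus 3 SD, cut at about 0.9% in these data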;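 note: 0% = DMSO-only wells and 100% = 3 µM delta7-dafachronic acid wells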
GAA850 FXN act: frataxin GAA850 promoter activation | HEK293 lucGAA850 FXN promoter luciferase reporter, 24 h; percent of 10 µM SAHA response | 360,000 compounds, 0.56% hits | activation, % at 6 µM;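 active = activation above the average of all compounds screened plus 3 SD, cutoff fixed separately per campaign, cut at about 7.5% in these data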;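 note: 0% = DMSO wells and 100% = 10 µM SAHA wells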
ADAM10 inh: ADAM10 inhibition, QFRET primary screen | 370,000 compounds, 0.62% hits | inhibition, % at 7 µM | recombinant ADAM10, EDANS/DABCYL FRET peptide cleavage, 3 h | O14672;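 active = inhibition above a per-campaign cutoff equal to the mean of compounds falling between control-based bounds plus 3 SD, cut at about 20% in these data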;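 note: 0% = DMSO wells while the 100% control is not disclosed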
DAX1 inh-1: NR0B1 (DAX1) inhibition | P51843 | HEK293 Gal4-DAX1 luciferase reporter, luminescence | inhibition, % at 6.75 µM | 340,000 compounds, 0.99% hits | AID 504766;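 active = inhibition above the mean over all tested compounds plus 3 SD, cut at about 4.2% in these data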;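 note: 0% = DAX1-transfected cells with DMSO and 100% = empty-vector control cells with DMSO; inhibition shows as a rise in luminescence from relieved DAX1 repression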
Target sequence (P51843 207-470 limits assumed): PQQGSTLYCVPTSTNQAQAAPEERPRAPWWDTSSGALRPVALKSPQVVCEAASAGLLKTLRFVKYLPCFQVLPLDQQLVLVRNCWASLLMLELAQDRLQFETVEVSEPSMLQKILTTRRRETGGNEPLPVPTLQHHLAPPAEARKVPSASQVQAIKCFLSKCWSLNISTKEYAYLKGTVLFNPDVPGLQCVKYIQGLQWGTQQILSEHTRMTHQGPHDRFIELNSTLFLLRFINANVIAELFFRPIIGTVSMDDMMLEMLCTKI
ADAM17 inh: ADAM17 inhibition, QFRET primary screen. AID 720648. 370,000 compounds, 0.83% hits. P78536. recombinant ADAM17, EDANS/DABCYL FRET peptide cleavage. inhibition, % at 6.95 µM;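 active = inhibition above the mean of compounds lying between control limits plus 3 SD, set per campaign, cut at about 8.5% in these data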;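 note: 0% = DMSO-only wells as the low control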
Target sequence (P78536 215-824 limits assumed): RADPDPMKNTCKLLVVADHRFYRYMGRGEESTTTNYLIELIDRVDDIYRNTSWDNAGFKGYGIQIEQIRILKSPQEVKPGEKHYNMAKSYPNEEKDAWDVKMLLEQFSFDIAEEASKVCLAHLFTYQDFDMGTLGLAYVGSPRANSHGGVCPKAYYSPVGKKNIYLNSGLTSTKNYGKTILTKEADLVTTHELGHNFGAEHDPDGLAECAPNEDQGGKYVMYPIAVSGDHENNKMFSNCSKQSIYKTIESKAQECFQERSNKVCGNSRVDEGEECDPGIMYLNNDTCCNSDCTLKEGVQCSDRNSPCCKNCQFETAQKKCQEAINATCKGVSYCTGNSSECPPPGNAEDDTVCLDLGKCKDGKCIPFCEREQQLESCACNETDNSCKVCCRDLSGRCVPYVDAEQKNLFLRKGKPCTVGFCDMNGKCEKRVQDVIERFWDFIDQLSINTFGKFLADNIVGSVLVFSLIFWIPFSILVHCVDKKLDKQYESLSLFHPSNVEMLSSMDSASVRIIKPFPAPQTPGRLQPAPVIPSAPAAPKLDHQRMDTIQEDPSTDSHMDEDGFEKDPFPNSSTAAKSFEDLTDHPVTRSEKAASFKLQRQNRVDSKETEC
hcDAF12 agonist: activators of H. contortus DAF-12 nuclear receptor; HEK293 hcDAF-12 lit1-tk-luc reporter, luminescence; 0% DMSO, 100% Δ7-dafachronic acid; activation, % at 6.8 µM; 370,000 compounds, 1.4% hits;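 active = activation above the mean of all tested compounds plus 3 SD, cut at about 5.5% in these data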;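 note: 100% = response to 3 µM Δ7-dafachronic acid high control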
hgDAF12 agonist: agonists of H. glycines DAF-12 nuclear receptor; HEK293 GAL4-hgDAF12 UAS-luciferase reporter, agonist luminescence; normalized to butyrate control; activation, % at 6.8 µM; 370,000 compounds, 1.8% hits; AID 687014;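 active = activation above a cutoff set at the mean of all screened compounds plus 3 SD, cut at about 10% in these data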;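 note: 0% = DMSO wells and 100% = sodium butyrate wells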
DAX1 inh-2: blocks DAX1 repression of SF-1 activated StAR promoter. HEK293T StAR-luciferase reporter, SF-1/DAX-1 repression relief. inhibition, % at 6.8 µM. 370,000 compounds, 1.1% hits. AID 652010;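 active = inhibition above the mean over all tested compounds plus 3 SD, cut at about 3.6% in these data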;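 note: 0% = DAX-1 cells with DMSO and 100% = cells lacking DAX-1 with DMSO; higher inhibition means more luminescence from relief of DAX-1 repression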
PG9 Ab binder: PG9 antibody binding by small molecule | TR-FRET gp120-PG9 antibody binding | inhibition, % at 6.7 µM | 360,000 compounds, 0.43% hits; in the data active = inhibition above about 8.5%
NPR1 activator: GC-A (human) enzyme activation; AID 1671463; 370,000 compounds, 0.14% hits; activation, % at 10 µM; HEK293 GC-A cells, cGMP TR-FRET, EC30 ANP; 0% at EC30 ANP, 100% saturating ANP; in the data active = activation above about 40%
* hit, by the source's call; x = no result given.

SMILES	SMARCA2 activ	ssDAF-12 act	GAA850 FXN act	ADAM10 inh	DAX1 inh-1	ADAM17 inh	hcDAF12 agonist	hgDAF12 agonist	DAX1 inh-2	PG9 Ab binder	NPR1 activator
CCCCn1c(N)c(N(CC)C(=O)CCc2ccccc2)c(=O)[nH]c1=O	5	-0.8	1.5	-2	1.1	-2	2.3	-0.1	-0.1	-3.4	-4
N/C(=N\OC(=O)CN1C(=O)c2ccccc2C1=O)c1ccc(Br)cc1	1	-0.8	-0.2	-1	1.7	0	-1.4	1.8	-0.5	1.0	8
FC(F)(F)c1ccccc1NC(=S)Nn1cnnc1	-1	-0.7	-2.2	2	0.3	-4	-0.9	-0.2	0.6	0.4	1
O=C(Nc1ccc(NC(=O)c2cc3ccccc3o2)cc1)c1ccco1	0	-1.5	-0.4	-25	-0.8	-4	-2.8	-2.4	-0.4	-1.1	2
CCn1ncc(/C=C/C(=O)Nc2c(C)nn(CC)c2C)c1C	-2	-1.3	0.2	-4	0.6	-3	-0.4	0.3	0.2	0.3	4
COc1ccc(C(CNC(=O)c2cccc3cccnc23)N(C)C)cc1 (stereo not given)	1	0.1	1.5	-5	-0.5	-5	0.6	2.9	1.2	-1.5	-13
CCOc1ccc(CNC(=O)CN2C(=O)CSc3ccc(S(=O)(=O)N4CCOCC4)cc32)cc1OC	8.8*	-1.0	1.0	-3	0.6	-1	-0.1	0.6	-0.2	0.0	-4
CC(=O)c1cccc(NC(=O)CSc2nnc(-c3ccc(S(=O)(=O)N4CCCC4)cc3)o2)c1	2	-1.2	-2.0	-1	1.3	1	-0.8	3.2	-0.1	31*	5
CC1(C(=O)NS(=O)(=O)c2cccc(C#N)c2)CCN1C(=O)Cc1cc(F)ccc1F (stereo not given)	-1	-1.0	-0.1	-4	x	-4	-0.1	-1.8	2.0	-0.4	2
NNC(=O)CN1C(=O)C2(OCCO2)c2ccccc21	-2	-0.8	0.8	-10	0.4	-1	-0.5	0.1	-0.4	-1.6	1
CC1CN(c2ccccc2)C(=O)CS1 (stereo not given)	2	-0.7	1.5	2	-0.5	-1	-0.5	1.1	-0.8	-2.1	3
O=C(O)c1ccccc1S(=O)(=O)CC(=O)N1CCCCC1	-4	-1.4	-0.2	-5	-0.2	0	0.1	-0.6	0.2	-0.6	3
O=S1(=O)NC(CC2=CCCCC2)C2CCCCC2O1 (stereo not given)	0	-1.0	0.6	-1	1.5	-1	-1.8	-1.3	-0.4	0.7	1
COc1ccc(/C=C2\SC(=O)N(CCC(=O)N(C)C3CCS(=O)(=O)C3)C2=O)cc1 (stereo not given)	-1	-0.7	1.9	2	0.4	0	-0.7	-0.8	0.2	0.8	-2
O=C(/C=C/c1ccco1)Oc1cc(Br)cc(/C=N/NC(=O)c2ccccc2O)c1	-3	-1.4	-5.1	-7	-0.6	-2	-3.7	-6.3	-3.7	-2.0	0
O=C(CC1(O)C(=O)N(Cc2ccccc2Cl)c2ccccc21)c1ccco1 (stereo not given)	-1	-1.0	-1.4	3	-0.1	-2	-2.0	0.3	-0.8	1.5	3
CN(C(=O)CSc1nnc(C2CC2)n1C)C1CCCc2ccccc21 (stereo not given)	-1	-0.3	2.0	-9	-0.9	-3	0.5	1.7	0.5	-2.4	0
COc1ccccc1OC(=O)c1ccc(SC)cc1OC	-2	-0.7	1.2	5	0.5	5	0.9	0.1	0.2	0.4	-5
COc1cc(CNCCNC(=O)c2nonc2N)ccc1OCc1ccc(Cl)cc1	0	-1.5	-0.6	0	-0.1	-1	-1.6	-2.1	-1.0	-1.4	-23
CC1CCN(S(=O)(=O)c2cc(C(=O)Nc3ccccn3)ccc2Br)CC1	-1	-1.5	-0.1	4	-1.5	2	-1.1	-1.6	-1.2	0.0	-2
Cc1cc(-c2nnc(CCC(=O)N(C)CCc3ccccc3)o2)no1	-3	-1.5	3.8	-10	1.6	-5	-1.8	0.5	0.8	-0.4	0
CCN(C(=O)COC(=O)c1cc(S(=O)(=O)N2CCOCC2)c(Cl)cc1Cl)C1CCS(=O)(=O)C1 (stereo not given)	7	-1.4	3.6	-6	x	-2	0.6	-1.0	0.9	-2.2	0
CN[C@@H]1CC[C@H](c2ccc(Cl)c(Cl)c2)c2ccccc21	0	-1.0	1.6	-2	-1.3	1	0.1	-0.6	-0.6	-0.3	-53
CNS(=O)(=O)c1cccc(C(=O)NCC(C)(C)N2CCCCC2)c1	-1	-1.2	-0.2	5	1.4	-1	-1.3	-1.3	0.1	0.2	-5
Nc1c(C(=O)Nc2ccccc2F)sc2nc(-c3cccnc3)ccc12	-1	-1.7	1.3	-15	0.8	-6	-1.3	0.5	-0.1	4.7	11
Cn1c(=O)c2c(nc3n2CC(COc2ccc(Cl)cc2)O3)n(C)c1=O (stereo not given)	-1	-1.6	-1.0	-5	-0.3	-1	-0.7	-1.6	-0.2	1.9	-2
COc1ccc(C(=O)NNC(=O)CSc2nnc(C)n2C)cc1	0	-1.4	0.7	5	-0.2	-1	0.4	-0.7	0.5	-0.6	1
OCC1(Cc2ccccc2C(F)(F)F)CCN(Cc2ccc3c(c2)CCO3)CC1	-1	-2.5	-0.6	-5	-1.0	0	-3.4	-3.1	-0.4	0.0	-4
Cc1ccn2cc(CCNC(=O)C3CCCCC3)nc2c1	4	-1.1	0.0	-29	1.9	-7	-0.1	-1.5	0.5	-2.6	1
CCCOc1ccc(/C=N/NC(=O)CN(c2ccc(OCC)cc2)S(C)(=O)=O)cc1	3	-0.9	0.4	6	-1.7	2	-0.9	-1.8	-0.6	1.0	-1
CCSc1nnc(NC(=O)CCc2ccc(OC)cc2)s1	-2	-0.6	3.0	16	0.3	9.1*	4.0	3.4	0.2	7.1	5
NC(=O)N1CCC2(CC1)NC(=O)N(c1ccccc1)N2	6	0.5	-0.2	0	-0.5	-4	0.7	-0.3	0.5	-1.8	2
CCN(CC)C(=O)C(=O)c1cccn1-c1cccc(-n2cccc2C(=O)C(=O)N(CC)CC)c1C#N	-4	-1.0	-1.4	-4	0.3	-4	0.1	0.8	-0.9	1.8	-3
COC(=O)[C@]12C[C@H](CC(=O)NCCC(C)C)C(=O)N(Cc3ccc(Cl)cc3Cl)C1=C[C@H](C(C)(C)C)O[C@@H]2C	-4	-0.9	x	6	x	1	-0.8	-0.6	-1.0	x	-11
O=C(NC(=S)Nc1ccccc1N1CCCC1)c1ccccc1Br	1	-0.7	2.8	-8	1.2	-2	3.6	7.7	-1.9	-1.6	0
C[C@H]1CN([C@@H](C)CO)C(=O)CCCn2nncc2CO[C@H]1CN(C)S(=O)(=O)c1ccc(Oc2ccccc2)cc1	-3	-1.0	0.1	-6	-0.9	-2	-1.7	-4.9	2.9	1.0	4
CCn1c(=O)cc(OCC(=O)NCCCN2CCCC2=O)c2ccccc21	2	-1.2	-0.3	-11	0.0	-3	2.0	-1.4	-0.3	0.4	-3
Cc1ccnc(Nc2nc3ccccc3o2)n1	3	0.1	-1.4	-12	0.3	1	10*	21*	6.5*	0.9	8
O=C(Nc1ccc(F)c(Cl)c1)c1cc(C2CCCCN2C(=O)CCCc2ccccc2)on1 (stereo not given)	-2	-2.1	-2.7	-3	x	4	-2.1	0.5	-1.5	0.1	-1
CC(=O)c1ccc(N2C(=O)C3C4C=CC(CC4)C3C2=O)cc1 (stereo not given)	0	-1.5	0.5	11	1.6	3	-1.1	1.9	-0.2	-0.1	2
Cn1c(SCC(=O)Nc2ccc(F)cc2)nc2c(c1=O)SCC2	-2	-1.1	-2.5	-4	-0.8	-2	-2.1	-0.5	-0.7	1.6	-1
Cc1ccc(C)c(C(=O)Nc2cc(C)nn2-c2nc(C)cc(C)n2)c1	1	-1.4	0.3	-3	1.9	-1	-0.6	-1.7	-0.6	-0.4	-4
CCCN(C(=O)c1cccs1)c1nnc(-c2ccncc2)s1	-1	-0.9	1.2	-24	-1.1	-5	0.6	-0.7	0.0	-1.9	-5
CC1CCCN(CC(O)COc2ccc3c(c2)OCO3)C1 (stereo not given)	0	-1.7	2.4	-7	1.0	-3	-1.5	-1.1	0.1	0.5	2
CN(C)c1ccc(NC(=O)c2ccc([N+](=O)[O-])cc2Cl)cc1	9.7*	0.8	4.9	2	-0.5	-2	0.5	12*	1.3	-4.1	-7

Random excerpt: two records from the list.
SMILES	SMARCA2 activ	ssDAF-12 act	GAA850 FXN act	ADAM10 inh	DAX1 inh-1	ADAM17 inh	hcDAF12 agonist	hgDAF12 agonist	DAX1 inh-2	PG9 Ab binder	NPR1 activator
Cc1ccc(C)c(C(=O)Nc2cc(C)nn2-c2nc(C)cc(C)n2)c1	1	-1.4	0.3	-3	1.9	-1	-0.6	-1.7	-0.6	-0.4	-4
Cn1c(SCC(=O)Nc2ccc(F)cc2)nc2c(c1=O)SCC2	-2	-1.1	-2.5	-4	-0.8	-2	-2.1	-0.5	-0.7	1.6	-1

Continued:
SMILES	SMARCA2 activ	ssDAF-12 act	GAA850 FXN act	ADAM10 inh	DAX1 inh-1	ADAM17 inh	hcDAF12 agonist	hgDAF12 agonist	DAX1 inh-2	PG9 Ab binder	NPR1 activator
COc1ccc(CC(=O)Nc2ccc(S(=O)(=O)Nc3nc(C)cc(C)n3)cc2)cc1	-3	-1.0	-1.5	-6	-0.6	0	-1.9	-2.2	-0.3	-0.7	0
COC(=O)CCCC(=O)N(C)CC1CCCN(CCc2ccccc2C)C1 (stereo not given)	-1	-1.1	2.4	5	0.9	0	-1.5	-1.5	0.7	-1.4	0
CC1CC(C)(C)NC(=S)N1CCC(=O)N1CCN(c2ccccc2)CC1 (stereo not given)	-2	-1.4	-0.7	2	1.3	-1	-0.6	0.1	0.0	0.5	2
CC(C)c1ccc(NC2CCCN(C(=O)c3cccc4nccnc34)C2)cc1 (stereo not given)	-2	-0.9	-0.2	-3	0.3	-2	0.1	0.9	-0.1	-0.1	0
Cc1ccc(C(OCCN(C)C)c2cccc(C(F)(F)F)c2)cc1 (stereo not given)	1	-0.1	-2.5	3	-1.2	2	-0.4	1.7	0.1	-2.0	-24
CCSc1nnc(NC(=O)NC2CCCCC2)s1	2	-0.8	5.1	2	3.2	-4	0.5	7.7	1.1	2.9	3
COCCOC(=O)c1c(C)oc2ccc(OC(=O)c3ccco3)cc12	0	-1.5	2.0	3	1.9	1	1.3	3.0	0.3	-2.6	2
O=C(CCCCN1CCCCC1)c1ccc2c(c1)Cc1ccccc1-2	0	-0.5	0.5	-19	0.9	-7	-0.5	0.3	1.4	-0.8	-3
N=c1n(CC(=O)c2ccc([N+](=O)[O-])cc2)c2ccccc2n1Cc1ccccc1Cl	-1	-0.8	1.2	-1	0.2	-1	-0.5	2.1	0.1	1.3	1
CCC[C@H]1[C@@H](N(C)Cc2ccccc2)CC[C@@]23CCCN2C(=O)CCC[C@@H]13	x	-1.6	x	3	x	1	-1.3	-1.7	x	x	-3
CN1CCN(C(=O)c2cnn(-c3ccccc3)c2NC(=O)c2ccccc2)CC1	1	-1.0	0.8	-8	1.6	-2	1.6	2.4	0.2	-2.6	1
c1coc(-c2nnc(-c3ccco3)nn2)c1	0	-0.4	1.6	-8	-0.1	-2	2.0	1.1	-0.2	-1.4	2
COc1cccc(OCCNC(=O)Nc2cc(F)c(F)cc2Cl)c1	-3	-1.5	-0.1	6	1.7	1	-1.0	-0.6	-0.2	0.7	-2
C[C@@H]1CC=C[C@H]2[C@H]1C(=O)N(Cc1ccccc1)[C@H]2c1ccc2ccccc2c1/C=C/c1ccccc1	0	-0.9	0.1	-7	0.6	0	1.9	2.0	0.1	0.4	1
